Screening results from PubChem.
TDP1 cell noCPT: qHTS for Inhibitors of human tyrosyl-DNA phosphodiesterase 1 (TDP1): qHTS in cells in absence of CPT. DT40 Tdp1-/- hTDP1 cells, no CPT, ATP luminescence, 48 h. Potency, µM (top dose mostly 46.2 µM), without a hit: top-dose activity change, negative = growth inhibition, actives largely listed as inhibitors. 420,000 compounds, 15% hits. AID 686978, 2013; active = well fitted inhibition curve with a large enough effect; inconclusive = small, poorly fitted or top-dose-only effect; note: nearly all actives have a fitted effect of over 55% in size
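Compound effects on proliferation are scored in DT40 Tdp1-/-;hTDP1 cells in the absence of CPT. ATP levels (CellTiter-Glo luminescence) are recorded after a ≥48 hr, 37 °C incubation.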
The depositor's hits bear a star; ? = inconclusive. % is set by controls: 0 for no effect and ±100 for the full control effect; potency is the fitted concentration of half-maximal effect. These rows are one share of the data. The share of hits here may be higher or lower than overall.

SMILES | TDP1 cell noCPT
O=C(C(=O)N1CCN(c2ccccc2)CC1)c1ccc2c(c1)OCO2 | -5.2%
Fc1ccc(-c2ccc3nccn3c2)cc1Cl | ?
OC[C@@H]1CN(Cc2ccco2)C[C@H](n2cnc3c(Nc4ccccc4)ncnc32)O1 | -20.6%
CN1C[C@@H]2[C@@H]3C(=O)N(C)C(=O)[C@@H]3[C@](C)(C1=O)N2C(=O)c1ccc(C(F)(F)F)cc1 | 2.5%
O=C(OCC(=O)N1CCNC1=O)c1ccccc1Cl | -5.2%
O=C(NCCN1CCC(n2c(=O)[nH]c3ccccc32)CC1)c1ccncc1 | -46.9%
COCC(=O)OC1CCn2c1nc1c2C(=O)C(C)=C(NC(C)=O)C1=O (centres undefined) | 2.31µM*
CCC[C@H]1CN(c2ccc(OC)cc2)C(=O)[C@@H]1CC(=O)NC | -1.4%
COC(=O)C[C@@H]1C=C[C@@H](NC(=O)Nc2cccc(F)c2)[C@@H](CO)O1 | ?
O=C(C1CC1)N1CCN(c2ccc([N+](=O)[O-])cc2)CC1 | -16.7%
Cc1cc(C(=O)COc2ccc(Br)cc2F)c(C)n1CC1CCCO1 (centres undefined) | ?
CC1(C)CC(=O)C=C(c2ccc3c(c2)OCO3)C1 | -15.2%
CCCNC(=O)C1(C)CCN1C(=O)c1cc(C)n(C)n1 (centres undefined) | 5.7%
O=C(CNc1ccc(C(F)(F)F)cc1)Nc1cccc(S(=O)(=O)N2CCCCC2)c1 | 16.4µM*
CN1C(=O)[C@H]2[C@@H](c3ccc(C(F)(F)F)cc3)N[C@]3(CCCN(Cc4ccc(F)cc4)C3=O)[C@H]2C1=O | 7.31µM*
O=C(c1cnn2c(-c3ccccc3)cc(-c3ccccc3)nc12)N1CCN(Cc2ccccc2)CC1 | -28.7%
COC(=O)[C@@]12C[C@@H](CC(=O)NCc3cccc(C(F)(F)F)c3)C(=O)N(CCc3ccc(OC)c(OC)c3)C1=CCC(C)(C)C2 | 11.6µM*
CCOc1ccc(NC(=S)N2CCC(C(=O)c3ccc(OC)cc3)CC2)cc1 | 18.4µM*
OCCNc1ncnc2c1ncn2[C@H]1CN(Cc2ccc(Cl)cc2)C[C@@H](CO)O1 | ?
CC1(Cc2ccc(Cl)s2)C(=O)Nc2c(Cl)ccc(Cl)c21 (centres undefined) | ?
CNc1ccc2ncc(-c3ccc(OC)c(OC)c3)n2n1 | 2.06µM*
CCO[C@H](Cc1ccc(OCCc2ccc(OS(C)(=O)=O)cc2)cc1)C(=O)O | 0.1%
CCCCCCCCNCCS(=O)(=O)NCCCCCCCC | 16.4µM*
Cn1cc(-c2ccc3c(c2)OCO3)c2ccccc21 | 4.5%
COc1cc(/C=C/C(=O)Nc2ccc(S(=O)(=O)Nc3ncccn3)cc2)ccc1OCC#N | ?

Four compounds drawn at random from those above:
SMILES | TDP1 cell noCPT
O=C(NCCN1CCC(n2c(=O)[nH]c3ccccc32)CC1)c1ccncc1 | -46.9%
OC[C@@H]1CN(Cc2ccco2)C[C@H](n2cnc3c(Nc4ccccc4)ncnc32)O1 | -20.6%
O=C(C1CC1)N1CCN(c2ccc([N+](=O)[O-])cc2)CC1 | -16.7%
CN1C[C@@H]2[C@@H]3C(=O)N(C)C(=O)[C@@H]3[C@](C)(C1=O)N2C(=O)c1ccc(C(F)(F)F)cc1 | 2.5%

Structures listed so far that have a Cl atom:
SMILES | TDP1 cell noCPT
Fc1ccc(-c2ccc3nccn3c2)cc1Cl | ?
O=C(OCC(=O)N1CCNC1=O)c1ccccc1Cl | -5.2%
OCCNc1ncnc2c1ncn2[C@H]1CN(Cc2ccc(Cl)cc2)C[C@@H](CO)O1 | ?
CC1(Cc2ccc(Cl)s2)C(=O)Nc2c(Cl)ccc(Cl)c21 (centres undefined) | ?

The results go on:
SMILES | TDP1 cell noCPT
NC(=O)C1CCN(CC(=O)Nc2ccc3c(c2)OCO3)CC1 | -20.1%
Cc1ccc(C(=O)N2CCCC(Nc3ccc(C)c(C)c3)C2)c(=O)[nH]1 (centres undefined) | -1.2%
Cc1ccc2nc(N(CCN(C)C)C(=O)C3CCN(S(=O)(=O)c4cccs4)CC3)sc2c1 | -11.5%
O=C1NC(Cc2ccc(O)cc2)c2nc3cc(Cl)ccc3c(=O)n2-c2ncccc21 (centres undefined) | ?
COc1cccc(C(C)(O)c2nc(-c3cncnc3)cs2)c1 (centres undefined) | ?
CN1CCOC1c1ccc(C2OCCN2C)cc1 (centres undefined) | ?
CC(NC(=O)C1CCN(CCOc2ccc(Cl)cc2)CC1)c1cccc2ccccc12 (centres undefined) | ?
COc1ccc(CCNC(=O)c2c(O)c3c([nH]c2=O)CCCC3)cc1OC | ?
CC(C)c1ccc(NC(=O)CSc2nnc(-c3ccccc3)n2C)cc1 | -11.2%
Cc1cc(NC(=O)CSCC(=O)Nc2cc(C(F)(F)F)ccc2N2CCCCC2)no1 | -23.7%
Cc1ccccc1OCC(=O)Nc1cc(C)c(O)c(-c2nc3ccccc3o2)c1 | ?
CNc1cncc(-c2cccc(O)c2)n1 | -23.2%
CC1(C)OC2C(CO)OC(n3cnc4c(=S)nc(N)[nH]c43)C2O1 (centres undefined) | 14.6µM*
CCOc1cc(Br)c(C(C)NC(=O)c2cccnc2)cc1OCC (centres undefined) | 23.1µM*
CC1Oc2cc3oc4c(O)c5c(cc4c(=O)c3c(O)c2C1(C)C)C=CC(C)(C)O5 (centres undefined) | 20.6µM*
COCCCn1cc(CN2CC(N3CCN(CCN(C)C)CC3)CS2(=O)=O)nn1 (centres undefined) | -21.6%
CCOC(=O)Nc1ccc([N+](=O)[O-])cc1OC | -17.3%
O=C1c2c(-c3ccc(Br)cc3)noc2CCN1Cc1cn(Cc2cccnc2)nn1 | ?
Cc1cc(N2CCN(C(C(=O)NC3CCCC3)c3ccc(-c4ccccc4)cc3)CC2)c2ccccc2n1 (centres undefined) | 8.2µM*
CC1(C(=O)Nc2ccc(Cl)c(Cl)c2)CCN1C(=O)Cc1cccc2ccccc12 (centres undefined) | ?
CC1=C(C#N)C(=O)NC1(C)O (centres undefined) | -19.8%
CCC(Sc1nc2ccsc2c(=O)n1Cc1ccc(C(=O)O)cc1)C(=O)Nc1ccc(Cl)cc1 (centres undefined) | -5.6%
CN(C)c1ccc(NC(=S)Nc2ccc3c(c2)c(=O)n(C)n3-c2ccc(C(C)(C)C)cc2)cc1 | 11.6µM*
COc1cc(CNC(=O)Nc2nc(C(N)Cc3ccc(Cl)cc3)cs2)cc(OC)c1OC (centres undefined) | 18.4µM*
c1ccc(SSc2ccccn2)nc1 | 4.61µM*
SMILES | TDP1 cell noCPT
CCOc1ccccc1Nc1cc(C)nc2ccc(C)cc12 | 20.6µM*
COc1ccc([C@H]2C[C@H](n3cc(COC(=O)c4ccccc4)nn3)[C@@H](O)CN2CC2CCCCC2)cc1 | ?
CCCCCCCCN1C(=O)[C@H](CC(=O)N2CCN(C(=O)OCC)CC2)C[C@@]2(C(=O)OC)CC(C)(C)CC=C12 | 13µM*
CCCCC1Cc2[nH]c(=S)[nH]c(=O)c2C(c2ccc(F)cc2)O1 (centres undefined) | -3.8%
COc1ccc(NC(=O)C2c3ccccc3OCC(=O)N2CC(F)(F)F)cc1 (centres undefined) | -10.1%
F[B-](F)(F)c1cc2ccccc2s1 | -29.5%
Cc1cnc(-n2ncc(C(=O)NCC(C)(C)N3CCOCC3)c2C(C)C)nc1-c1ccc(F)cc1 | -5.0%
CNc1ccc(/C=C2\C=Cc3ccccc32)cc1OC | ?
O=C1NC(c2cccc3ccccc23)Nc2ccccc21 (centres undefined) | 0.92µM*
O=C(C1CC1)N1CCc2cc(Br)c(S(=O)(=O)N3CCCCCC3)cc21 | ?
C=CCOC(=O)C1=C[C@H](c2ccc(Br)cc2)C[C@H](OCc2ccc(CO)cc2)O1 | -7.2%
COCC(C)NCc1cc2ccc(OC)cc2nc1N1CCN(c2ccc(F)cc2)CC1 (centres undefined) | 13µM*
CC(O)(c1cccs1)C(C(=O)O)c1ccccc1 (centres undefined) | -19.7%
COc1ccc([C@H]2C[C@H](O)[C@@H](n3cc(C4CC4)nn3)CN2CC2CCCCC2)cc1 | ?
Cc1ccc2nc3n(c(=O)c2c1)-c1cc2ccccc2cc1C(=O)NC3Cc1ccc(O)cc1 (centres undefined) | -14.0%
CC(O)(c1cccc(F)c1)c1nc(-c2ccoc2)cs1 (centres undefined) | ?
COc1ccc2ccccc2c1C=NN1CCCCC1 | ?
CCCCNC(=O)c1nc(C2CCN(S(=O)(=O)c3c(F)cccc3F)CC2)oc1-c1ccccc1 | 18.4µM*
COc1cc(/C=C/c2ccnc3ccccc23)cc(OC)c1OC | 11.2µM*
C=CCN(CC=C)Cc1cc(=O)oc2ccc3ccccc3c12 | 16.4µM*
CC(C)CN(C(=O)COC(=O)CNC(=O)c1ccccc1F)c1c(N)n(Cc2ccccc2)c(=O)[nH]c1=O | -5.5%
C[C@H]1CN([C@@H](C)CO)C(=O)CCCn2nncc2CO[C@@H]1CN(C)Cc1ccc2c(c1)OCO2 | ?
Cc1ccc(C(=O)N(CC(=O)NC2CCCC2)c2ccccc2F)s1 | ?
Cc1cccc(Cl)c1NC(=O)NCCCN1CCCCC1C (centres undefined) | 15.0%
Cc1ccsc1C(=O)OCC(=O)NCc1cccs1 | -20.9%

An excerpt of these results, as a markdown table:
| SMILES | TDP1 cell noCPT |
| --- | --- |
| CCCCNC(=O)c1nc(C2CCN(S(=O)(=O)c3c(F)cccc3F)CC2)oc1-c1ccccc1 | 18.4µM* |
| CCOc1ccccc1Nc1cc(C)nc2ccc(C)cc12 | 20.6µM* |
| C[C@H]1CN([C@@H](C)CO)C(=O)CCCn2nncc2CO[C@@H]1CN(C)Cc1ccc2c(c1)OCO2 | ? |

Continued.
SMILES | TDP1 cell noCPT
CN(C(=O)c1cccc(NC(=O)Cc2ccc(NC(=O)C3CCCN(C(=O)C4CCCC4)C3)cc2)c1)C1CCCCC1 (centres undefined) | 16.4µM*
CC1(C)Oc2c(ccc(O)c2CN2CCOCC2)C2=C1CCCC2 | ?
COc1ccc(C2NC(=S)N3C(c4ccc(OC)c(OC)c4)NC(=S)N23)cc1OC (centres undefined) | 0.0094µM*
O=C(NC1CCCC1)C1c2ccccc2OCC(=O)N1CC(F)(F)F (centres undefined) | -22.1%
C=CCCC(=O)N1C[C@H]2CON(C)[C@H]2C[C@H]1c1cccc(Nc2ccccc2)c1 | -7.6%
COc1ccc(CCN(C)C(=O)c2cnn(-c3nccc(-c4ccc(C)o4)n3)c2C)cc1OC | -45.5%
Cc1ccc2nc(-c3ccco3)c(Cc3cccc(F)c3)n2c1 | ?
Cc1cc(OCc2cc(C(=O)NC(C)c3cnn(C)c3)no2)cc(C)c1Cl (centres undefined) | 16.4µM*
O=C(Nc1ccccn1)C(c1ccccc1)c1ccccc1 | 20.6µM*
CC1=C(C(=O)N(C(C)C)C(C)C)CC(CC(=O)NC(c2ccccc2)c2ccccc2)C(=O)N1CCCN1CCCC1=O (centres undefined) | -19.2%
COc1cc(-c2cc(NC(C)=O)c3ncc(-c4cc(OC)c(OC)c(OC)c4)n3c2)cc(OC)c1OC | 7.31µM*
COc1ccc(CN(CCCN)c2ccc(Br)cn2)cc1 | 11.2µM*
Cc1cc(Br)ccc1NC(=O)COC(=O)c1ccccc1OCC(=O)N(C)C | -10.8%
CCOC(=O)C1(C)CCCN(C(=O)c2cc(OC)c(OC)c(OC)c2)C1 (centres undefined) | -7.8%
CCOC(=O)C1(C)CCCCCN1C(=O)c1csnn1 (centres undefined) | 0.2%
Cc1ccc2c(=O)n3c(nc2c1)C(Cc1ccc(O)cc1)NC(=O)c1cc2ccccc2cc1-3 (centres undefined) | 18.4µM*
CCCCCNC(=O)C(c1cc2ccccc2o1)n1c(=O)c(-c2ccco2)nc2ccccc21 (centres undefined) | 16.4µM*
O=C(NCc1ccccc1)c1ccc(NC(=O)C2CC2)cc1 | -4.8%
COc1ccccc1-c1cccc([C@@H]2C[C@H]3[C@H](CON3C)CN2C(C)=O)c1 | -3.5%
CN(C)CCc1c[nH]c2ccc(C[C@H]3COC(=O)N3)cc12 | -6.0%
CCC(CC)C(=O)OCC(=O)C1(O)CCC2C3CCC4=CC(=O)CCC4(C)C3C(O)CC21C (centres undefined) | ?
CC1(c2nnnn2Cc2ccccc2)CCC(=O)N1CC1CCCCC1 (centres undefined) | ?
COC(=O)C[C@@H]1OC[C@H](CO)N1S(=O)(=O)c1ccc(C)cc1 | -2.5%
O=C(CCCC(=O)NN=Cc1cccc(O)c1)NN=Cc1cccc(O)c1 | -3.3%
CC1(C)CC(N2CCOCC2)=CC(=S)N1 | -18.6%
SMILES | TDP1 cell noCPT
Cc1ccc(NC(=O)c2ccc3c(c2)CCN3S(C)(=O)=O)cc1 | -12.0%
C#CCNC(=O)C[C@@H]1C[C@@]2(C(=O)OCC)CCCC=C2N(Cc2cccc3ccccc23)C1=O | ?
CCCCCCN1C[C@@H](n2cc(-c3ccc(F)cc3)nn2)[C@H](O)C[C@@H]1c1ccccc1 | 13µM*
COC(=O)C1=CN(c2c(C)cc(C)cc2C)C(N)=C(C#N)C1c1ccccc1 (centres undefined) | ?
CCc1nc2ccc(C(=O)NCCc3ccccn3)cn2c1N(CC)CCOC | ?
O=[N+]([O-])c1cccc(Oc2ncccc2[N+](=O)[O-])c1 | -7.4%
C[C@H](CO)N1C[C@H](C)[C@H](CN(C)S(C)(=O)=O)OCc2ccccc2-c2c(n(C)c3ccccc23)C1=O | -22.5%
O=C(NCC[C@H]1CC[C@@H](NC(=O)C2CCC2)[C@@H](CO)O1)c1cc(Cl)cc(Cl)c1 | -3.9%
OCC1OC(Nc2ccccc2C=NO)C(O)C1O (centres undefined) | -6.9%
CC(NC(=O)CN1c2cccc3cccc(c23)S1(=O)=O)c1ccccc1 (centres undefined) | ?
COc1ccc(NC(=O)C2(C)CCN2Cc2ccc(SC)cc2)cc1OC (centres undefined) | ?
O=S(=O)(O)c1cc2onnc2c2ccccc12 | ?
O=C(c1ccc([N+](=O)[O-])cc1)N1CCOCC1 | 4.1%
CC1(C)CC(=O)C(CC(=O)c2ccccc2)=C(NN=C(N)N)C1 | -27.5%
